G6PDH CS – L. mesenteroides G6PDH inhibitors, counter-screen for G6PDH-coupled screening assays, biochemical, Leuconostoc mesenteroides enzyme | Purified L. mesenteroides G6PDH, diaphorase/resazurin coupled fluorescence, 45 min | 0.12% of 200,000 active | glucose-6-phosphate dehydrogenase [Leuconostoc mesenteroides] | inhibition, % at 5 µM; in the data active = inhibition above about 50%
PPARg SRC-3 ag – PPARgamma agonists recruiting SRC-3 coactivator, primary screen, biochemical; 0.26% of 200,000 active; activation, % at 8 µM; biochemical PPARgamma/SRC-3 coactivator recruitment assay; Peroxisome proliferator-activated receptor gamma (Homo sapiens), P37231; AID 731, 2007; in the data active = activation above about 23%;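 note: 0% = DMSO and 100% = reference agonist; some compounds past the cut are filed as inactive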
Target sequence (P37231 whole entry, looked up): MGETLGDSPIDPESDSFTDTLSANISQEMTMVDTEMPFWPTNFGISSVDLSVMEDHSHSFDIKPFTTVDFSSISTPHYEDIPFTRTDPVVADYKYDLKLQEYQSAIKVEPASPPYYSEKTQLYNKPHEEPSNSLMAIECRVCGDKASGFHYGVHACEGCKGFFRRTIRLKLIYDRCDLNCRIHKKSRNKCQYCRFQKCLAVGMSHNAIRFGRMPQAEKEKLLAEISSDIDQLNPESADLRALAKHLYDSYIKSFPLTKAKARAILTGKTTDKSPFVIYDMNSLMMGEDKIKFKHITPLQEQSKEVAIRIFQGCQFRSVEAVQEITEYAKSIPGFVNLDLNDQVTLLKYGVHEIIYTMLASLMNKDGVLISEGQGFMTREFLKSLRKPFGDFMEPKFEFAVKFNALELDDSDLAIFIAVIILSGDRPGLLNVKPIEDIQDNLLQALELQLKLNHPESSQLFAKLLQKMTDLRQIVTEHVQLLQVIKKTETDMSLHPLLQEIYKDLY
PMI act satM6P – human PMI activators, high substrate, primary screen, biochemical, fluorescence intensity, near-saturating mannose 6-phosphate; Mannose-6-phosphate isomerase (Homo sapiens), P34949; 0.34% of 190,000 active; coupled PMI enzyme assay, resazurin fluorescence, 20 min; stronger effect = higher value; 1 = untreated enzyme, 0 = substrate-free blank; activation factor at 20 µM;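 active = activation factor of 2 or more at 20 µM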
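Test system: human phosphomannose isomerase with PGI, G6PDH, diaphorase coupling enzymes; Amount: PMI at 15 ng/mL final; Reagent: Mannose-6-phosphate 1.0 mM (near-saturating) plus 0.22 mM NADP+; Timing: 20 min, room temperature; Technique: resorufin fluorescence at Ex 544/Em 590 nm; Dosing: 20 µM single dose.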
PPARg SRC-2 ag – agonists of PPARg-SRC-2 recruitment, primary screen, biochemical, HTS; PPARgamma LBD-SRC-2 recruitment; AID 1032, 2008; activation, % at 8 µM; 0.34% of 200,000 active; Peroxisome proliferator-activated receptor gamma (Homo sapiens), P37231; in the data active = activation above about 22%;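 note: 0% = vehicle and 100% = reference agonist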
TR-FRET SRC-2 ct – TR-FRET signal artefacts, primary screen, artefact control for PPARgamma SRC-2 agonist project, biochemical; 0.4% of 200,000 active; TR-FRET ratio at 8 µM; TR-FRET artefact counter-screen; stronger effect = higher value; in the data active = TR-FRET ratio above about 2000; note: inactives centre near 1500
ROMK mod – ROMK potassium channel modulators, primary screen, cell-based, thallium flux, MLSMR library | ATP-sensitive inward rectifier potassium channel 1 (Homo sapiens), P48048 | Tet-inducible ROMK, thallium flux fluorescence; actives lie on both sides | B-score at 10 µM | 2% of 130,000 active | AID 1918, 2009;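 active = signal ratio slope over the read window, or its plate-corrected B-score, at least 3 SD from the plate mean, either direction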;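 note: B-score of the F/F0 ratio slope over 7 to 12 s after thallium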
Target sequence (P48048 whole entry, looked up): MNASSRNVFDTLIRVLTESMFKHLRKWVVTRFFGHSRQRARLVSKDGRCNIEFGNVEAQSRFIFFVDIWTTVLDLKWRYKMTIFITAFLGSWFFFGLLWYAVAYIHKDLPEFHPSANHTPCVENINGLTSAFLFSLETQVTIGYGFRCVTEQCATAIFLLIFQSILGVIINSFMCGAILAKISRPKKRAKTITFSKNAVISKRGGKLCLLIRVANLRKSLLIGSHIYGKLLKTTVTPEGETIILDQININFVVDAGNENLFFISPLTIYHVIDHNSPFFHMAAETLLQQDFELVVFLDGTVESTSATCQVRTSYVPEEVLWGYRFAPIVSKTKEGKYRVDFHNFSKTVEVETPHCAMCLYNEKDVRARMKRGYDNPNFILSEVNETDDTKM
Diaphorase act – compounds boosting diaphorase resazurin reduction – biochemical, uHTS, resorufin fluorescence, counter-screen for diaphorase-coupled primary assays, primary screen | Diaphorase/resazurin coupled assay, 16 min; stronger effect = higher value; 1 = vehicle wells, 0 = NADH-free wells | activation factor at 20 µM | 0.005% of 190,000 active | AID 1229, 2008;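 active = diaphorase activity raised at least twofold by the compound at 20 µM; inactive = activation factor below 2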
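Assay system: bacterial diaphorase enzyme (C. kluyveri) / Input: enzyme 0.07 U/mL final / Medium: 50 mM HEPES pH 7.4 with 4.542 mM MgCl2, 0.005% Tween 20 / Doses: single compound dose of 20 µM, 1% DMSO final / Incubation: 16 min enzyme reaction, ambient temperature / Signal: fluorescence, excitation 544 nm and emission 590 nm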
S1P3 antagonist – S1P3 receptor antagonists, primary screen, cell-based. Sphingosine 1-phosphate receptor 3 (Homo sapiens), Q99500. CHO S1P3 NFAT-BLA reporter, FRET fluorescence, antagonist mode. inhibition, % at 4.98 µM. 0.27% of 170,000 active. AID 485, 2006;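 active = inhibition above the plate cutoff, the mean inhibition of test wells on that plate plus 3 SD, cut at about 28% in these data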;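 note: cells challenged with S1P at its EC80 of 0.8 µM; blue over green emission ratio from cleaved BLA substrate after 4 h stimulation; 0% = S1P-stimulated wells and 100% = unstimulated DMSO-only wells; some compounds past the cut are filed as inactive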
PMI act – activators of human PMI, primary screen, biochemical, fluorescence intensity, near-Km mannose 6-phosphate; AID 1214, 2008; activation factor at 20 µM; 0.005% of 190,000 active; purified human PMI, coupled resazurin fluorescence, 20 min; stronger effect = higher value; 1 = vehicle control, 0 substrate-free wells; Mannose-6-phosphate isomerase (Homo sapiens), P34949;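 active = activation factor of 2 or more at 20 µM, relative to plate controls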
Diaph inh CS – diaphorase inhibitors and chemical oxidizers, primary screen, counter-screen for diaphorase-coupled primary assays, biochemical, uHTS, resorufin fluorescence | AID 1217, 2008 | 0.69% of 190,000 active | diaphorase resazurin-to-resorufin fluorescence, NADH, 16 min; bacterial (C. kluyveri) enzyme, not human | inhibition, % at 20 µM;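 active = primary screen inhibition at 20 µM above a set limit, cut at about 50% in these data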;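 note: plate controls were DMSO with full reaction for no effect and wells lacking NADH for full effect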
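Assay system – diaphorase enzyme from Clostridium kluyveri · Amount – diaphorase 0.14 U/mL (working solution) · Times – reaction incubation of 16 min at room temperature · Controls – No-NADH positive control and DMSO neutral control · Signal – resorufin fluorescence 544/590 nm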
PPARg SRC-1 ag – PPARgamma agonists recruiting SRC-1 coactivator, primary screen, biochemical | PPARgamma-SRC-1 coactivator recruitment biochemical assay | Peroxisome proliferator-activated receptor gamma (Homo sapiens), P37231 | 0.41% of 200,000 active | activation, % at 8 µM | AID 631, 2007; in the data active = activation above about 19%;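 note: 0% = DMSO and 100% = reference agonist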
* marks the source's active call; other numbers are inactive results; . = no result given. Rows were taken by chance. About 3.3% of those tested had a hit in this group.

SMILES	G6PDH CS	PPARg SRC-3 ag	PMI act satM6P	PPARg SRC-2 ag	TR-FRET SRC-2 ct	ROMK mod	Diaphorase act	S1P3 antagonist	PMI act	Diaph inh CS	PPARg SRC-1 ag
S=C(NCCSCc1ccc(Cl)cc1Cl)Nc1ccccc1	10	4	1	-6	1466	.	0.8	.	0.9	16	-1
CCOc1ccc2ccccc2c1/C=N/NC(=O)CNC(=O)Cc1ccccc1	3	3	0.9	1	1649	1.1	0.9	-7	0.9	13	2
COc1cc(C2C3=C(Nc4ncnn42)c2ccccc2CC3)cc(OC)c1OC (centres undefined)	26	-8	0.5	2	1647	3.9*	0.6	-38	0.7	38	5
Cc1ccccc1-c1nnn(CC(=O)Nc2ccc3c(c2)OCCO3)n1	2	-2	1	1	1424	.	1	2	1	3	0
COc1ccc2c(c1OC)C(=O)OC2Nc1nc(-c2ccc(-c3ccccc3)cc2)cs1 (centres undefined)	-8	0	1	-5	1642	-1.2	0.8	-8	1.1	18	-6
COc1cc(OC)c(NC(=O)CCc2ccccc2)cc1Cl	10	-5	1	2	1282	0.66	0.9	.	1	8	-1
C[n+]1c2n(c3ccccc31)N=C(c1ccc(Br)cc1)CS2	-40	10	1	-4	1454	.	0.8	.	0.9	21	5
COC(=O)c1c(C)[nH]c(C(=O)COC(=O)Cc2ccc3c(c2)OCCO3)c1C	6	-5	1.1	4	1697	-0.0012	0.9	5	1	14	14
CCOC(=O)N1CCN(C(=O)c2cn(C)c3ccc(S(=O)(=O)N4CCC(C)CC4)cc3c2=O)CC1	6	-4	1.1	2	1620	1.3	0.9	-3	1	12	-3
Cc1nnc(SCC(=O)NNC(=O)c2ccco2)n1-c1ccccc1	2	0	1.1	10	1588	1.1	1.2	-9	1.1	-16	12
Cn1c(CNc2ccccn2)c(C#N)c2ccccc21	-4	2	0.8	7	1413	-1.4	0.8	-9	0.9	17	-5
COc1ccc(C2C(C(N)=O)=C(C)Nc3nc(-c4ccccc4Cl)nn32)c(OC)c1 (centres undefined)	-8	-1	0.9	-4	1519	.	0.9	-1	0.9	8	0
CC(/C=C/c1ccccc1)=N/NC(=O)c1cc([N+](=O)[O-])cc([N+](=O)[O-])c1	4	4	1.1	7	1617	.	1.1	7	1.1	-9	6
O=C(NCC1OCCc2ccccc21)c1ccc(NC(=O)c2ccc(Cl)cc2)cc1 (centres undefined)	-50	5	1	3	1579	.	0.8	3	1	15	2
Cn1c(SCC(=O)Nc2ccc(F)cc2)nnc1-c1cccnc1	-7	18	0.9	7	1622	.	0.9	-12	0.9	7	-6
CCCc1ccc(Oc2cc(C)nc(N3CCOCC3)n2)cc1	9	6	1	12	1696	.	1	.	0.9	-5	17
Cc1ccc(NC(=S)N/N=C/c2c(C)nn(-c3ccccc3)c2N2CCCC2)cc1	-35	-4	1	-11	1592	.	1	-2	1	-3	-6
Cc1cc(NC(=O)COn2nnc3ccc(Cl)cc32)no1	0	3	1	-2	1538	0.15	0.9	.	1	7	-3
COC(=O)COc1ccc(S(=O)(=O)Nc2ccccc2C(=O)OC)cc1	16	-16	1	-3	1401	.	0.9	2	0.9	14	-4
Cc1ccc2nc(N3CCOCC3)c3nncn3c2c1	15	0	0.9	-1	1511	-0.58	0.9	-3	1	13	-2
CC(C)OCCCNC(=O)C1CCC(=O)N1C1CCCC1 (centres undefined)	-3	2	1.1	0	1348	0.66	0.8	.	1	16	1
Cc1ccccc1NS(=O)(=O)c1ccc(F)cc1	6	-8	0.9	6	1515	0.79	0.8	-13	0.9	16	6
COc1ccc(Nc2nc(N)nc(SCc3nnc(C)s3)n2)cc1	5	2	1	3	1359	.	0.8	-11	1	19	2
Cc1c(C#N)sc(C(N)=O)c1C	0	1	1	12	1643	-0.032	1.1	-2	1.1	-7	8
COc1cc(-c2nn3c(Cc4ccccc4)nnc3s2)cc(OC)c1OC	5	-11	0.9	-3	1425	.	0.9	15	0.8	10	-1
COc1ccc(-c2nnc(SCC(=O)/C(C#N)=C(\C)N)o2)cc1	2	-9	0.9	4	1499	.	0.9	-7	1	13	-2
COCCNC(=O)C(C)OC(=O)c1cc2occc2n1C (centres undefined)	17	20	0.9	2	1694	.	0.9	-11	0.8	10	9
COc1cccc(NC(=O)C(NCCC(C)C)c2ccccc2)c1 (centres undefined)	10	11	1.1	8	1573	-0.55	0.9	.	1	6	5
COc1cccc(-c2nnc(SCC(=O)Nc3cc(C)ccc3OC)n2N)c1	8	5	1	2	1570	.	0.8	6	1.1	18	4
Cc1ccc(C(=O)NCC2CCCO2)cc1[N+](=O)[O-] (centres undefined)	-4	3	1	5	1442	.	0.9	-2	0.9	12	2
COc1ccc(C(C)=O)cc1CSc1nncn1C	8	5	1.2	4	1806	-0.26	1	-5	1.3	3	2
COc1cccc(-n2nnnc2SCC(=O)c2cc(OC)ccc2OC)c1	4	-4	1	3	1540	.	0.9	-5	1	12	-6
COC(=O)c1ccc(C(=O)OC)c(NC(=O)CSCc2ccc(Cl)cc2)c1	0	-3	0.8	13	1482	.	0.7	.	0.7	32	7
N#C/C(=N/Nc1ccc([N+](=O)[O-])cc1)C(=N)N1CCCCC1	4	0	1.1	-8	1558	0.11	0.9	-5	1.1	12	2
COCCN1C(=O)c2oc3ccccc3c(=O)c2C1c1ccc(O)c(OC)c1 (centres undefined)	-14	1	1	1	1466	.	1	-9	0.9	4	-2
N#Cc1nc(COc2ccc(Cl)cc2Cl)oc1N1CCOCC1	5	-7	0.9	-4	1539	0.14	0.8	10	0.9	16	1
COC(=O)Cc1cc(=O)n2[nH]c(SC)nc2n1	4	-2	1	5	1542	.	0.9	.	0.9	14	5
O=C(Nc1ccc2c(c1)OCO2)N1CCN(S(=O)(=O)c2ccc(Cl)cc2)CC1	4	-2	1	-2	1392	.	0.9	-17	0.9	10	-2
NC(=O)C1CCN(C(=O)CSc2nc3ccccc3s2)CC1	-4	11	1	6	1515	.	0.8	.	1	15	2
O=C(NCc1cccnc1)c1cc(-c2ccccc2)on1	4	9	0.9	8	1722	-0.19	0.9	-19	0.9	8	5

The closing two entries of the part before open the next one.
SMILES	G6PDH CS	PPARg SRC-3 ag	PMI act satM6P	PPARg SRC-2 ag	TR-FRET SRC-2 ct	ROMK mod	Diaphorase act	S1P3 antagonist	PMI act	Diaph inh CS	PPARg SRC-1 ag
NC(=O)C1CCN(C(=O)CSc2nc3ccccc3s2)CC1	-4	11	1	6	1515	.	0.8	.	1	15	2
O=C(NCc1cccnc1)c1cc(-c2ccccc2)on1	4	9	0.9	8	1722	-0.19	0.9	-19	0.9	8	5
Cc1ccc(C(=O)NNC(=O)CSc2nnc(-c3ccccc3)n2Cc2ccccc2)cc1	-5	9	0.9	2	1611	-0.9	0.8	-23	0.9	17	5
Clc1ccccc1CN1CCC(Cc2ccccc2)CC1	22	-5	1	2	1681	.	0.9	10	0.9	6	13
CC(=O)C1=C(O)CC(c2ccccc2)CC1=NCCc1c(C)[nH]c2ccccc12 (centres undefined)	13	3	0.9	5	1645	-0.63	0.8	-12	0.8	18	4
C=CCOC(=O)CC(NC(=O)c1ccccc1)c1ccccc1 (centres undefined)	8	18	1.1	0	1360	.	0.9	-32	1	11	5
Cc1sc(NC(=O)c2ccco2)nc1-c1ccccc1	-35	5	0.9	-5	1475	.	0.8	.	0.9	18	8
Cc1noc(C)c1C(=O)NC1CCCc2ccccc21 (centres undefined)	21	1	0.9	-3	1365	0.43	0.9	4	0.9	13	-2
CC(=O)CSc1ncnc2scc(-c3ccc(F)cc3)c12	9	-2	0.9	0	1346	0.12	0.8	-14	0.9	21	-10
CCN1C(=O)C2(C(C#N)=C(N)Oc3n[nH]c(COC)c32)c2ccccc21 (centres undefined)	-1	12	1	8	1638	.	1	-33	0.9	4	1
Cc1nc(N2CCC(C)CC2)c2oc3ccccc3c2n1	2	0	1	1	1535	-0.79	0.9	.	0.9	11	0
O=S(=O)(c1cccc(-c2nc3n(n2)Cc2ccccc2-3)c1)N1CCCC1	5	3	0.9	0	1844	0.036	0.8	14	0.9	22	-4
CCOc1ccccc1NC(=O)COC(=O)C(CC)c1ccccc1 (centres undefined)	1	3	0.4	0	1435	-0.75	0.9	-6	0.9	12	-2
Cc1cccc(NC(=S)NCCc2ccc(F)cc2)c1C	2	6	1	-2	1555	-1.8	1	-9	1	1	7
Cc1nn(Cc2c(F)c(F)c(F)c(F)c2F)c(C)c1NC(=O)c1ccc(COc2ccccc2Cl)cc1	1	16	1	9	1575	.	1	.	1	4	-4
CCOC(=O)C1CCCN(C(=O)c2cc3ccccc3oc2=O)C1 (centres undefined)	10	10	0.9	-6	1641	0.68	0.8	-8	0.9	16	-6
COc1ccc(-c2nc(NC(=O)c3cc(C(C)(C)C)nn3C)sc2C)cc1	2	5	1.1	7	1566	-0.17	0.9	38	1	5	4
O=C(CNC(=O)c1ccc(S(=O)(=O)N2CCCCC2)cc1)N/N=C/c1ccco1	3	3	0.9	4	1625	-0.54	0.9	-5	0.8	10	9
N#CC1=C(N)NC(SCC(=O)O)=C(C#N)C12CCCC2	14	-2	0.8	4	1520	-0.97	0.8	5	0.9	22	9

Screening results deposited in PubChem by several laboratories.
